Assay outcomes: PubChem BioAssay, Broad Institute
IDH1 R132H inh – IDH1 R132H (human) inhibition | O75874 | IDH1 R132H reductase, diaphorase/resazurin fluorescence, 60 min | inhibition, % at 10 µM | hit rate 0.18% among 70,000 | AID 624101; in the data active means inhibition above about 34%;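 further: 0% = DMSO and 100% = no enzyme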
EZH2 inh – EZH2 (human) methyltransferase inhibition; AID 651548; Q15910; hit rate 0.35% among 57,000; PRC2 H3K27 methylation, DELFIA TRF, 1 h; inhibition, % at 12.5 µM;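 active means mean inhibition of replicates at least 50% and every single replicate also reaching 50%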;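 further: dimethyl H3K27 on biotinylated H3 21-44 peptide detected by antibody; plate controls were median neutral control wells for no effect and median positive control wells for full effect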
Target sequence (Q15910 whole entry, looked up): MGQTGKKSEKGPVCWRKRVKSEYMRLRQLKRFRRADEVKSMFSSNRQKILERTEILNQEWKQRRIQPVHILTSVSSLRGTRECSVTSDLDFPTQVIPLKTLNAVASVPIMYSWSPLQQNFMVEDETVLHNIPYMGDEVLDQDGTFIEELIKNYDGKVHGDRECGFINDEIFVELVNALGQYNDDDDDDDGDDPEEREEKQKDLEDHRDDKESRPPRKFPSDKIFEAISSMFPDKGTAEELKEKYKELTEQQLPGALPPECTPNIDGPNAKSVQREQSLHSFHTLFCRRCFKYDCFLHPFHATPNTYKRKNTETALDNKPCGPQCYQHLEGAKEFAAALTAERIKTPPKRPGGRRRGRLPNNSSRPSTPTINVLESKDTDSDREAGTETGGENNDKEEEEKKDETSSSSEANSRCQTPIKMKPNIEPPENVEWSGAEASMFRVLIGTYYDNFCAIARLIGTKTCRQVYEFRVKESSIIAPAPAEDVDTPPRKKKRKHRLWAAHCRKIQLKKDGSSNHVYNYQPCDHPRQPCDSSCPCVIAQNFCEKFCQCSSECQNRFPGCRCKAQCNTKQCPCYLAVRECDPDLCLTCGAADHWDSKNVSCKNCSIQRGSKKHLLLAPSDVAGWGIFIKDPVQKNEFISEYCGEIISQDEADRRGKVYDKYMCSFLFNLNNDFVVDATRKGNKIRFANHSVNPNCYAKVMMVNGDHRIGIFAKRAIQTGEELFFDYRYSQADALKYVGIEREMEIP
* = called active by the depositor; x = no result given. This is a subset; rates above refer to the full screens.

SMILES	IDH1 R132H inh	EZH2 inh
CCOc1cc(/C=N/NC(=O)c2ccccc2O)ccc1O	-0.4	9.0
C[C@H](CO)N1C[C@H](C)[C@H](CN(C)Cc2ccc3c(c2)OCO3)Oc2ccc(NC(=O)CCC(F)(F)F)cc2CC1=O	1.3	-5.8
C[C@H](NC(=O)C[C@@H]1C[C@@H]2c3cc(NC(=O)c4cccnc4)ccc3O[C@@H]2[C@H](CO)O1)c1ccccc1	-0.3	-6.0
CC(C)NC(=O)N(C)C[C@@H]1OCCCC[C@@H](C)Oc2ccc(NC(=O)CCCN(C)C)cc2C(=O)N([C@H](C)CO)C[C@H]1C	-0.3	-3.6
COC(=O)CCCCCCC(=O)N/N=C/c1cc(OC)ccc1O	-0.4	6.9
C[C@@H]1CN([C@H](C)CO)C(=O)Cc2cc(NS(=O)(=O)c3cccs3)ccc2O[C@H]1CN(C)S(=O)(=O)c1ccccc1	-0.2	x
CC(C)C#Cc1cnc2c(c1)C(=O)N([C@H](C)CO)C[C@H](C)[C@H](CN(C)C(=O)c1ccccc1F)O2	1.8	x
C[C@H](NC(=O)C[C@@H]1CC[C@@H](NC(=O)Cc2ccccn2)[C@H](CO)O1)c1ccccc1	0.2	11.0
C[C@H]1CN([C@@H](C)CO)C(=O)c2cc(NS(=O)(=O)c3ccccc3)ccc2O[C@@H]1CN(C)CC1CCCCC1	0.1	1.2
C[C@H]1CN([C@@H](C)CO)C(=O)c2cc(C#CC3(O)CCCC3)cnc2O[C@H]1CN(C)C(=O)C1CCOCC1	-0.8	12.5
C[C@H](CO)N1C[C@H](C)[C@H](CN(C)Cc2ccc(Cl)c(Cl)c2)Oc2ccc(NC(=O)CCN3CCOCC3)cc2C1=O	1.7	-10.4
Cc1cc(OCC(=O)NCc2ccccn2)c(C)cc1Br	0.4	1.9
Cc1noc(C)c1NC(=O)Nc1ccc2c(c1)C(=O)N([C@H](C)CO)C[C@H](C)[C@@H](CN(C)C(=O)Nc1c(C)noc1C)OCCCC[C@@H](C)O2	1.9	x
Cc1noc(C)c1NC(=O)N(C)C[C@@H]1Oc2c(NS(=O)(=O)c3cn(C)cn3)cccc2C(=O)N([C@@H](C)CO)C[C@@H]1C	-0.3	x
O=C(N[C@@H]1CC[C@H](CCNS(=O)(=O)c2ccc(F)cc2)O[C@@H]1CO)c1cccc(F)c1	-0.2	-1.4
CCCNC(=O)C[C@@H]1C[C@@H]2c3cc(NC(=O)C4CCC4)ccc3O[C@@H]2[C@H](CO)O1	-0.5	17.9
CO[C@@H]1CN(C)C(=O)c2ccc(NC(=O)c3ccccc3F)cc2OC[C@H](C)N(CC2CCOCC2)C[C@@H]1C	-0.4	-7.1
O=C(C[C@H]1CC[C@H](NC(=O)c2ccc3c(c2)OCO3)[C@H](CO)O1)NCc1ccc(Oc2ccccc2)cc1	-0.1	3.3
O=C(C[C@@H]1CC[C@@H](NC(=O)CCN2CCCCC2)[C@@H](CO)O1)Nc1ccc(-c2ccccc2)cc1	-0.2	-9.0
C[C@H](CO)N1C[C@H](C)[C@H](CN(C)S(=O)(=O)c2ccccc2)Oc2ccc(NC(=O)CCCCCC(=O)Nc3ccccc3N)cc2C1=O	x	-6.5
Cc1cc(OCC(=O)Nc2ccccc2C(N)=O)cc(C)c1Br	0.1	-4.3
C[C@H]1CN([C@@H](C)CO)C(=O)c2cccc(NC(=O)c3nc4ccccc4s3)c2O[C@@H]1CN(C)Cc1ccc(-c2ccccc2)cc1	-1.4	x
COc1cccc(S(=O)(=O)Nc2ccc3c(c2)C(=O)N(C)C[C@@H](OC)[C@@H](C)CN(Cc2ccccc2F)[C@H](C)CO3)c1	-0.1	29.0
C[C@@H]1CN([C@H](C)CO)C(=O)c2cc(Br)cnc2O[C@@H]1CN(C)C(=O)C1CC1	0.3	8.9
Cc1noc(C)c1NC(=O)Nc1ccc2c(c1)CC(=O)N([C@H](C)CO)C[C@H](C)[C@@H](CN(C)Cc1ccncc1)O2	3.1	-7.6
CCn1c(SCC(=O)O)nc2sc3c(c2c1=O)CC(C)(C)OC3	0.2	6.3
C[C@@H](O)C#Cc1cnc2c(c1)C(=O)N([C@@H](C)CO)C[C@H](C)[C@@H](CN(C)C(=O)Cc1ccccn1)O2	-0.5	-1.8
C[C@H](CO)N1C[C@H](C)[C@H](CN(C)CC2CC2)Oc2cc(C#Cc3ccccc3F)ccc2S1(=O)=O	-0.3	11.2
O=C(C[C@@H]1C=C[C@H](NC(=O)C2CC2)[C@@H](CO)O1)NC1CCC1	-0.2	-10.4
COc1ccc(S(=O)(=O)Nc2ccc3c(c2)CC(=O)N([C@@H](C)CO)C[C@H](C)[C@H](CN(C)Cc2ccc(-c4ccccc4)cc2)O3)cc1	-2.1	x
O=C(NCC[C@@H]1CC[C@H](NC(=O)C2CCCC2)[C@@H](CO)O1)c1cc(Cl)cc(Cl)c1	0.1	0.2
Cc1noc(C)c1NC(=O)Nc1ccc2c(c1)C(=O)N([C@H](C)CO)C[C@H](C)[C@H](CN(C)C(=O)Nc1c(C)noc1C)OCCCC[C@H](C)O2	-1.1	x
COc1ccc(S(=O)(=O)N(C)C[C@H]2OCCCC[C@H](C)Oc3ccc(NC(=O)c4ccncc4)cc3C(=O)N([C@H](C)CO)C[C@@H]2C)cc1	2.7	x
CCOC(=O)C1CCCN(S(=O)(=O)c2ccc(Cl)c(Cl)c2OC)C1 (stereo unspecified)	-0.4	-2.1
C[C@H](CO)N1C[C@H](C)[C@@H](CN(C)Cc2ccccn2)Oc2ncc(-c3ccc(F)cc3)cc2C1=O	0.4	-0.2
CO[C@@H]1CN(C)C(=O)c2ccc(NC(=O)Nc3c(C)noc3C)cc2OC[C@H](C)N(CC2CC2)C[C@@H]1C	-0.3	-0.2

A few values from the list.
EZH2 inh, CCOC(=O)C1CCCN(S(=O)(=O)c2ccc(Cl)c(Cl)c2OC)C1 (stereo unspecified) : -2.1
EZH2 inh, C[C@@H](O)C#Cc1cnc2c(c1)C(=O)N([C@@H](C)CO)C[C@H](C)[C@@H](CN(C)C(=O)Cc1ccccn1)O2 : -1.8
IDH1 R132H inh, COc1ccc(S(=O)(=O)N(C)C[C@H]2OCCCC[C@H](C)Oc3ccc(NC(=O)c4ccncc4)cc3C(=O)N([C@H](C)CO)C[C@@H]2C)cc1 : 2.7
IDH1 R132H inh, O=C(C[C@@H]1C=C[C@H](NC(=O)C2CC2)[C@@H](CO)O1)NC1CCC1 : -0.2
IDH1 R132H inh, Cc1noc(C)c1NC(=O)Nc1ccc2c(c1)C(=O)N([C@H](C)CO)C[C@H](C)[C@H](CN(C)C(=O)Nc1c(C)noc1C)OCCCC[C@H](C)O2 : -1.1
EZH2 inh, O=C(NCC[C@@H]1CC[C@H](NC(=O)C2CCCC2)[C@@H](CO)O1)c1cc(Cl)cc(Cl)c1 : 0.2

Entries listed so far that have a Cl atom, in the order listed:
SMILES	IDH1 R132H inh	EZH2 inh
C[C@H](CO)N1C[C@H](C)[C@H](CN(C)Cc2ccc(Cl)c(Cl)c2)Oc2ccc(NC(=O)CCN3CCOCC3)cc2C1=O	1.7	-10.4
O=C(NCC[C@@H]1CC[C@H](NC(=O)C2CCCC2)[C@@H](CO)O1)c1cc(Cl)cc(Cl)c1	0.1	0.2
CCOC(=O)C1CCCN(S(=O)(=O)c2ccc(Cl)c(Cl)c2OC)C1 (stereo unspecified)	-0.4	-2.1

New compounds follow
SMILES	IDH1 R132H inh	EZH2 inh
COCC(=O)N(C)C[C@@H]1Oc2ncc(C#C[C@@H](C)O)cc2C(=O)N([C@@H](C)CO)C[C@@H]1C	x	3.0
O=C(NN=C1CCCCCCC1)c1ccccn1	x	-20.5
Cc1noc(C)c1S(=O)(=O)N(C)C[C@H]1Oc2ccc(NC(=O)Nc3ccccc3)cc2CC(=O)N([C@@H](C)CO)C[C@H]1C	0.9	x
O=C(Nc1ccc(F)cc1)N[C@H]1CC[C@H](CCNS(=O)(=O)c2ccccc2F)O[C@@H]1CO	-0.3	-9.4
C[C@H](CO)N1C[C@H](C)[C@H](CN(C)S(=O)(=O)c2ccc(Cl)cc2)Oc2ccc(NC(=O)c3ccncc3)cc2CC1=O	3.1	-3.1
CN1CCN(C2=Cc3ccccc3Oc3ccc(Cl)cc32)CC1	0.0	-8.6
COc1ccc(C(C)NC(=O)C2CCN(CCCc3ccccc3)CC2)cc1OC (stereo unspecified)	x	-3.0
COc1ccc(C#Cc2ccc3c(c2)[C@]2(C(=O)N3)[C@H](c3ccc(OCCO)cc3)N3[C@H](c4ccccc4)[C@H](c4ccccc4)OC(=O)[C@H]3[C@@H]2C(=O)N2CCCCCCC2)cc1	-0.5	-17.4
Cc1ccccc1-c1cnc2c(c1)C(=O)N([C@H](C)CO)C[C@H](C)[C@@H](CN(C)Cc1ccccc1F)O2	3.6	-7.8
CS(=O)(=O)Nc1ccc2c(c1)[C@@H]1C[C@H](CC(=O)N3CCc4ccccc4C3)O[C@@H](CO)[C@@H]1O2	-0.9	-1.7
CC(=O)Nc1ccc(C(=O)CSc2ncn(-c3ccccc3)n2)cc1	-0.2	-7.3
C/C=C/c1cnc2c(c1)C(=O)N([C@H](C)CO)C[C@@H](C)[C@@H](CN(C)S(=O)(=O)c1ccc(C)cc1)O2	-0.4	-6.5
NC(Cc1cc(I)c(Oc2ccc(O)c(I)c2)c(I)c1)C(=O)O (stereo unspecified)	-0.1	x
CCC(=O)Nc1ccc2c(c1)C(=O)N(C)C[C@@H](OC)[C@@H](C)CN(C(=O)COC)[C@@H](C)CO2	0.3	-40.2
O=C(C[C@H]1C[C@@H]2c3cc(NC(=O)c4cccnc4)ccc3O[C@@H]2[C@@H](CO)O1)NC1CCCCC1	0.9	-2.1
C[C@H](CO)N1C[C@H](C)[C@H](CN(C)C(=O)Nc2cccc3ccccc23)Oc2c(NC(=O)Nc3ccc4c(c3)OCO4)cccc2C1=O	0.3	x
CCCN(C)C[C@@H]1Oc2ncc(-c3cccc(C#N)c3)cc2C(=O)N([C@@H](C)CO)C[C@@H]1C	0.1	-6.7
COc1ccc(C(=O)CCC(=O)Nc2ccc(Br)cc2)cc1	0.0	-9.8
C[C@H](CO)N1C[C@H](C)[C@H](CN(C)Cc2ccncc2)Oc2c(NC(=O)C3CCOCC3)cccc2C1=O	1.8	6.2
CO[C@@H](CN(C)S(=O)(=O)c1ccc(F)cc1)[C@@H](C)CN(C(=O)Nc1ccccc1F)[C@H](C)CO	-0.1	7.7
C[C@H](CO)N1C[C@H](C)[C@H](CN(C)Cc2ccc(Cl)c(Cl)c2)OCc2cn(nn2)CCCC1=O	-0.2	1.8
C[C@H]1CN([C@@H](C)CO)C(=O)Cc2cc(NC(=O)Nc3cccc4ccccc34)ccc2O[C@@H]1CN(C)C(=O)Nc1ccccc1	-0.4	-9.7
O=C(Nc1ccc(C(F)(F)F)cc1)N[C@@H]1CC[C@H](CC(=O)N2CCCCC2)O[C@@H]1CO	0.0	3.4
O=C(C[C@H]1C=C[C@@H](NS(=O)(=O)c2ccc(F)cc2)[C@@H](CO)O1)NC1CCC1	0.4	-9.6
CCCN(C)C[C@@H]1Oc2cc(C3=CCCC3)ccc2S(=O)(=O)N([C@H](C)CO)C[C@@H]1C	-0.7	-11.5
C[C@@H]1CN([C@H](C)CO)C(=O)c2cc(NC(=O)Nc3ccc(F)cc3)ccc2O[C@@H](C)CCCCO[C@@H]1CN(C)S(=O)(=O)c1ccccc1	10.0	x
C[C@H](CO)N1C[C@H](C)[C@H](CN(C)C)Oc2c(NC(=O)NC3CCCCC3)cccc2C1=O	0.2	x
CC(=O)N(C)C[C@@H]1Oc2cc(C#Cc3ccc(F)cc3)ccc2S(=O)(=O)N([C@@H](C)CO)C[C@@H]1C	-3.6	-5.5
C[C@@H]1CN([C@H](C)CO)C(=O)c2cccc(NS(=O)(=O)c3cn(C)cn3)c2O[C@@H]1CN(C)C(=O)NC1CCCCC1	-0.6	x
COc1cccc(CN(C)C[C@H]2OCc3cn(nn3)CCCC(=O)N([C@H](C)CO)C[C@H]2C)c1	15.3	7.3
CO[C@H]1CN(C)C(=O)c2cc(NC(=O)c3ccc(-c4ccccc4)cc3)ccc2OC[C@@H](C)NC[C@@H]1C	0.0	-18.1
C[C@H]1CN([C@@H](C)CO)C(=O)Cc2cc(NC(=O)CCCCCC(=O)Nc3ccccc3N)ccc2O[C@H]1CN(C)S(=O)(=O)c1cccs1	8.0	-16.4
COc1ccc(NC(=O)Nc2ccc3c(c2)CC(=O)N([C@H](C)CO)C[C@H](C)[C@H](CN(C)S(=O)(=O)c2ccc(C)cc2)O3)cc1	-2.3	x
C[C@@H]1CCCCO[C@H](CN(C)S(=O)(=O)c2ccccc2)[C@H](C)CN([C@@H](C)CO)C(=O)c2cc(NS(=O)(=O)c3ccc(F)cc3)ccc2O1	0.4	x
CC(C)C#Cc1cnc2c(c1)C(=O)N([C@@H](C)CO)C[C@H](C)[C@H](CN(C)S(=O)(=O)c1cn(C)cn1)O2	-0.1	0.5
COc1cccc(CN(C)C[C@@H]2OCc3cnnn3CCCC(=O)N([C@@H](C)CO)C[C@H]2C)c1	-3.9	8.7
CN(C)C(=O)Nc1ccc(Cl)c(Cl)c1	1.1	2.1
C[C@@H]1CN([C@H](C)CO)S(=O)(=O)c2ccc(-c3cncnc3)cc2O[C@@H]1CN(C)C(=O)c1cccc(F)c1	0.4	2.4
O=C(C[C@@H]1CC[C@H](NC(=O)Nc2ccc(C(F)(F)F)cc2)[C@H](CO)O1)NCc1cc(F)cc(F)c1	0.1	2.5
C[C@H](CO)N1C[C@H](C)[C@@H](CN(C)C(=O)Nc2ccc(C(F)(F)F)cc2)Oc2c(NC(=O)c3nc4ccccc4s3)cccc2C1=O	1.4	x
C[C@@H]1CN([C@@H](C)CO)C(=O)c2cc(NS(=O)(=O)c3ccccc3)ccc2O[C@@H]1CN(C)S(=O)(=O)c1ccc(F)cc1	0.1	x
O=C(CCCCCC(=O)Nc1ccccc1O)N/N=C/c1ccc2c(c1)OCCO2	x	17.7
CCn1c(SCC(=O)Nc2c(Cl)cc(Cl)cc2Cl)nnc1-c1ccccc1Cl	-0.5	-2.2
Cc1ccc(Cl)c(OCC(=O)NCc2cccnc2)c1	-0.1	-4.0
